# Source: PubChem BioAssay (several laboratories)
# MEP2 TOR yeast – alters MEP2-GFP fluorescence in TOR pathway yeast screen. S. cerevisiae MEP2-GFP strain, flow cytometry GFP, 3 h; 100% = DMSO control level. GFP response vs DMSO, % at 10 µM. actives 0.51% (n = 330,000);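 active = GFP response versus DMSO above a set limit, roughly screen mean plus 3 SD, cut at about 180% in these data; inconclusive = fewer than 70 cells counted for a yeast strain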;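 note: median GFP fluorescence of the barcode-gated MEP2-GFP cells per well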
# RPL19A TOR yeast – modulators of TOR pathway RPL19A-GFP in S. cerevisiae | S. cerevisiae RPL19A-GFP strain, flow cytometry, 3 h; active compounds read low | percent response vs DMSO, % at 10 µM | actives 0.3% (n = 330,000);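 active = percent response vs DMSO below 50%; inconclusive = fewer than 70 events counted for the yeast strain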;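 note: median channel GFP fluorescence of the barcoded RPL19A-GFP strain; ratio of sample median GFP to plate DMSO average so 100% = DMSO; lower means less RPL19A-GFP as with rapamycin TOR inhibition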
# AGP1-GFP MLPCN – alters AGP1-GFP fluorescence in TOR pathway yeast screen; S. cerevisiae AGP1-GFP multiplex flow cytometry, 3 h; GFP as percent of DMSO wells; GFP response vs DMSO, % at 10 µM; actives 0.02% (n = 320,000);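 active = GFP response relative to DMSO above a set limit, near screen average plus 3 SD, cut at about 150% in these data; inconclusive = fewer than 70 cells counted for the yeast strain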;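 note: median GFP channel fluorescence of the gated AGP1 strain per well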
# LAP4-GFP MLPCN – alters LAP4-GFP fluorescence in TOR pathway yeast screen. S. cerevisiae LAP4-GFP multiplex, flow cytometry GFP, 3 h; median GFP as percent of DMSO wells. GFP response vs DMSO, % at 10 µM. actives 0.34% (n = 320,000). AID 2023;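 active = GFP response vs DMSO above a set limit, about the screen mean plus 3 SD, cut at about 150% in these data; inconclusive = under 70 cell events counted for the yeast strain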
# VLA-4 inh – inhibition in a human VLA-4 binding assay; VLA-4 expressing cells, ligand binding flow cytometry; inhibition, % (about 7 µM as worked out from the volumes in the protocol); actives 0.2% (n = 330,000); in the data active = inhibition above about 50%
# Target sequence (P13612 whole entry, looked up): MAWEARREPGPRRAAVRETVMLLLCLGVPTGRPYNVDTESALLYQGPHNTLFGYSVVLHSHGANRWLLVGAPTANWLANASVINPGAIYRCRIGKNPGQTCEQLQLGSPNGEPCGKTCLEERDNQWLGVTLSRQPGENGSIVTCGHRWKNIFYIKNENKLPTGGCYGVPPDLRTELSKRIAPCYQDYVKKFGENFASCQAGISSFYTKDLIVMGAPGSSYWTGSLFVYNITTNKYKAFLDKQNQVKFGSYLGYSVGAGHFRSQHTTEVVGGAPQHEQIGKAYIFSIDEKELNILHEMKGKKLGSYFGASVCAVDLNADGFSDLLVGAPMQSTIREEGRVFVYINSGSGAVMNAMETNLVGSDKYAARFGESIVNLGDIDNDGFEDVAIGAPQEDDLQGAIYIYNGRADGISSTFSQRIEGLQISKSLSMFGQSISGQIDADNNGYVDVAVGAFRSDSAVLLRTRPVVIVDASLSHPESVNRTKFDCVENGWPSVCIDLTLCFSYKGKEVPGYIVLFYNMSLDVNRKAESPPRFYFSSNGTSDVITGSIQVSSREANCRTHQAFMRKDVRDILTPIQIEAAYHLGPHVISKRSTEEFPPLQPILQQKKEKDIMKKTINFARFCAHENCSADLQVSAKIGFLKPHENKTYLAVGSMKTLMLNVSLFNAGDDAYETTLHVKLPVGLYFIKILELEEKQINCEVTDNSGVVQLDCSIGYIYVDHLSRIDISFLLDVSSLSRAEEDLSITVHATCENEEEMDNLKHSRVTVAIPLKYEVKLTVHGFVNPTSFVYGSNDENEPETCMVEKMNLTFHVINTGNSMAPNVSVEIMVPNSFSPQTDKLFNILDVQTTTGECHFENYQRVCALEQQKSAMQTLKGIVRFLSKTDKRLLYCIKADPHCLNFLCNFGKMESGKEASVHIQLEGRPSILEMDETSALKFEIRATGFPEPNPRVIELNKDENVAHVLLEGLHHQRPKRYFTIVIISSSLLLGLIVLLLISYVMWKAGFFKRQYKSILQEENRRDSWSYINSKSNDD
# GASC-1 inh – inhibitors of human GASC-1 (JMJD2C) demethylase | GST-JMJD2C(1-420) H3K9me3 demethylation, DELFIA europium | inhibition, % at 2.35 µM | actives 0.069% (n = 330,000);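 active = more than half of a compound's replicate wells show inhibition beyond 50%, single wells judged on their own value; inconclusive = some, but no more than half, of replicates pass 50% inhibition; inactive = no replicate passes 50% inhibition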;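 note: signal counts dimethyl H3K9 product captured on neutravidin plate; 0% = median of DMSO wells and 100% = 0.3 times that DMSO median; strong numbers were not always called active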
# GRK2 inh – human GRK2 inhibition via aptamer displacement; P25098; bead flow cytometry, FAM-aptamer displacement from GRK2; inhibition of aptamer binding, % at 10 µM; actives 0.59% (n = 330,000); AID 488847;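 active = inhibition of aptamer binding above 40%, roughly 3 SD of noise, on plates passing a quality check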;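 note: median bead fluorescence of bound FAM aptamer so fluorescent compounds give negative values; no value below 0 was filed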
# CIT2 TOR yeast – yeast TOR pathway CIT2-GFP modulation. S. cerevisiae CIT2-GFP strain, flow cytometry, 3 h; 100 means same as DMSO wells. GFP response vs DMSO, % at 10 µM. actives 0.065% (n = 320,000). AID 2029;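 active = GFP response relative to DMSO above a set limit, near the screen mean plus 3 SD, cut at about 150% in these data; inconclusive = Fewer than 70 cells measured for a yeast strain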;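 note: ratio of well median GFP fluorescence to mean of DMSO wells on the plate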
# Active calls of the source: *; i = inactive; ? = inconclusive; · = not tested or not shown; & = joins results of further samples; [ ] = another dose, or the depositor's remark.
SMILES,MEP2 TOR yeast,RPL19A TOR yeast,AGP1-GFP MLPCN,LAP4-GFP MLPCN,VLA-4 inh,GASC-1 inh,GRK2 inh,CIT2 TOR yeast
Cn1c(N)c(C(=O)COC(=O)Cc2ccccc2)c(=O)n(C)c1=O,88,93,92,97,-9,4,1,97
CN1CC(C(=O)c2ccc(Cl)cc2)C(c2ccccc2)C1 (configuration not stated),102,102,100,95,8,0,0,102
CC(=NCCCN1CCOCC1)c1c(O)n(Cc2ccccc2)c(=O)[nH]c1=O,106,97,102,97,-3,-3,0,97
CCN(CC)c1ccc(N=Cc2c(O)n(CCc3ccc(OC)c(OC)c3)c(=O)[nH]c2=O)cc1,110,99,101,102,-21,-4,1,99
O=c1[nH]c(=O)n(-c2cccc3ccccc23)c(O)c1C=NCc1ccc2c(c1)OCO2,104,104,105,108,6,-11,1,·
c1ccc(CNCCc2c[nH]c3ccccc23)cc1,114,105,105,114,7,7,0,103
COc1cccc(C(=O)C2CCCN(Cc3cccc(C)n3)C2)c1 (configuration not stated),99,102,99,88,6,9,1,104
CCN(CC)P(=O)(Oc1cccc(C)c1)N(CC)CC,97,99,101,95,-3,-9,0,101
c1ccc(CCN2CCC(N3CCN(c4ccccc4)CC3)CC2)cc1,106,104,105,102,5,25,0,112
CCC(C)N1CCN(C(=O)Cc2ccccc2)CC1 (configuration not stated),101,98,100,96,0,-1,3,106
CCCCC(=O)C1C(=O)NC(=O)NC1=O,97,103,103,104,3,-7,0,·
COC(=O)C1=C(c2ccccc2OCc2ccccc2)C[C@@H]2CC[C@H]1N2C(=O)NCCN1CCOCC1,92,97,97,101,-9,-6,0,105
O=[N+]([O-])c1ccc(N2CCCC(C(F)(F)F)C2)c2ccncc12 (configuration not stated),112,106,102,108,2,-2,4,107
CN1CCCC(C(=O)c2ccc(Cl)cc2)C1 (configuration not stated),99,103,90,86,1,7,0,103
CNC(=S)N1CCn2cccc2C1c1cccnc1 (configuration not stated),90,102,94,99,-9,-3,0,100
COc1ccc(C=C2C(=O)N(C)C(=O)N(C)C2=O)cc1COc1ccc(NC(C)=O)cc1,102,96,102,109,7,13,0,87
COc1ccccc1NC(=O)c1cn(CCC#N)nc1-c1cccc(Cl)c1,114,103,94,97,-10,-3,0,109
O=C1NC(=O)N(Cc2ccccc2)C(=O)/C1=C/c1cnc(-c2ccccc2)nc1,104,101,102,104,-5,-17,1,103
CCc1ccc2c(CN3CC=C(c4ccccc4)CC3)cc(=O)oc2c1,100,107,105,94,0,0,1,108
CC(=O)OC1CC[C@]2(C#N)[C@H]3CC[C@]4(C)[C@H](C5C=CC(=O)O5)CCC4(O)C3CCC2(O)C1 (some centres not stated),100,97,102,103,8,9,6,98
Cc1nn(Cc2ccccc2)c(Cl)c1C(=O)NC1CCCc2ccccc21 (configuration not stated),109,107,107,100,8,1,0,101
Cc1cccc(-n2c(O)c(/C=C/C=Nc3ccccc3)c(=O)[nH]c2=O)c1,90[may fluoresce red],?,87[may fluoresce red],83[may fluoresce red],-28,-17,1,82[may fluoresce red]
C[C@]12CCC(=O)C=C1CC[C@@H]1C2CC[C@]2(C)C(=O)CCC12 (some centres not stated),92,88,88,·,-1,7,0,88
COc1ccc(NP(=O)(Oc2cccc(C)c2)Oc2cccc(C)c2)cc1OC,90,97,102,110,-2,-2,0,86
O=[N+]([O-])c1ccccc1CNCCc1ccc(F)cc1,100,96,105,95,13,-6,0,97
CC(C)OCCCNC(=O)c1c(N)n(Cc2cccs2)c2nc3ccccc3nc12,100,96,97,98,-2,2,1,97
O=c1oc2ccccc2c(O)c1C(c1ccccn1)c1c(O)c2ccccc2oc1=O,111,101,103,109,11,5,0,97
CCOP(=O)(OCC)C(O)c1ccc(Br)cc1 (configuration not stated),100,102,101,102,-8,-5,0,104
CSc1nnc([C@@H](N)Cc2ccccc2)o1,100,98,99,86,4,-7,2,103
CCc1ccc(N2C(=O)NC(=O)/C(=C\c3cccn3CCOc3ccc(C(C)C)cc3)C2=O)cc1,106,102,95,89,8,6,0,102
CCOC(=O)C1(CCOc2ccccc2)CCN(C(C)CSC)CC1 (configuration not stated),109,106,103,97,3,4,0,104
O=C(CN1CC(c2ccccc2)CC1=O)Nc1cccc(F)c1 (configuration not stated),128,95,99,104,-7,-7,0,96
COc1ccc2[nH]cc(C3=CCNCC3)c2c1,183*,109,97,174*,i,6,0,171*
O=P(CN1CCN(c2ccccc2)CC1)(N1CCCCC1)N1CCCCC1,101,101,102,92,-16,5,0,110
CC(=O)Nc1ccc(OC(=O)N2CCCCC2)cc1,104,107,104,104,3,-3,2,·
CC12CN3CCN(CC(C3)C1O)C2 (configuration not stated),108,108,110,107,7,0,4,102
Cc1ccccc1NC1=NCC(C)S1 (configuration not stated),106,107,110,109,-3,5,0,108
COc1cc(C)cc(CN2CC=C(c3ccccc3)CC2)c1O,104,95,103,101,8,-10,0,93
Fc1ccc(C2NCCc3[nH]cnc32)cc1 (configuration not stated),121,109,105,98,-7,7,1,111
COc1ccc(CCn2c(O)c(C=NCCCn3ccnc3)c(=O)[nH]c2=O)cc1OC,107,107,110,99,10,4,0,102
CC(=NCCc1ccccc1)c1c(O)n(C)c(=O)n(C)c1=O,91,87,108,94,18,-12,0,111
COC(=O)CC1(CC(=O)OC)C(=O)NC(=O)NC1=O,86,95,89,99,12,5,0,81
C[C@]12CCC3[C@@H](CC[C@H]4C[C@@H](O)CC[C@]34C)C1CCC2=O (some centres not stated),103,100,93,126,0,10,2,88
Cc1c(NP(=O)(C(C)(C)C)C(C)(C)C)c(=O)n(-c2ccccc2)n1C,91,95,103,102,0,8,2,102
COC(=O)C1=C(c2ccccc2OCc2ccccc2)C[C@@H]2CC[C@H]1N2C(=O)NCc1ccccc1,98,96,102,97,2,-15,0,98
CCSc1nnc([C@@H](N)Cc2c[nH]c3ccccc23)o1,112,101,110,101,7,0,4,106
CCOc1ccc(-n2c(O)c(/C=C3\C=Nc4ccccc43)c(=O)[nH]c2=O)cc1,111,111,96,87,4,-28,0,109
COc1ccc(CCNC2CCCCC2)cc1OC,106,107,107,98,-1,0,4,108
O=C(c1cccn2c(=O)c3cc(Cl)ccc3nc12)N1CCC2(CC1)OCCO2,105,101,108,109,3,1,0,105
O=C(NC1CN2CCC1CC2)c1cc(Cl)c([N+](=O)[O-])c2nc[nH]c12 (configuration not stated),101,96,100,96,-2,8,5,107
C[N+]1(C)C2CCC1CC(OC(=O)c1c[nH]c3ccccc13)C2 (configuration not stated),95,101,84,102,43,·,2,78
CC(C)[N+](C)(CCC(C(N)=O)(c1ccccc1)c1ccccc1)C(C)C,91,98,86,105,3,6&2,0,82
O=c1[nH]c(O)c(N=Nc2cc([N+](=O)[O-])ccc2O)c(=O)[nH]1,99,101,111,99,-13,-10,1,114
CC(C)N1CCN(Cc2cccc([N+](=O)[O-])c2)CC1,100,100,102,102,8,1,1,95
Cc1cccn2c(NCC3CCCO3)c(C(C)C)nc12 (configuration not stated),96,103,99,98,5,-5,5,·
Cc1ccc(NP(=O)(c2ccccc2)c2nc3ccccc3s2)cc1 (configuration not stated),105,108,94,83,-10,0,0,108
Cc1ccc(-n2c(O)c(C=NC3CCCCC3N)c(=O)[nH]c2=O)cc1C (configuration not stated),96,95,94,96,9,-3,1,97
O=C(CN1CCCCC1)Nc1ccc(Br)cc1C(=O)c1ccccc1Cl,99,98,98,96,-4,41,5,102
CC1CCC[C@H](O)CCCCCc2cc(O)cc(O)c2C(=O)O1 (some centres not stated),94,97,88,109,12,-1,0,96
CSc1ccc(C(c2c(O)c3ccccc3oc2=O)c2c(C)n(C)n(-c3ccccc3)c2=O)cc1 (configuration not stated),101,96,99,99,0,-1,0,105
# New compounds follow
SMILES,MEP2 TOR yeast,RPL19A TOR yeast,AGP1-GFP MLPCN,LAP4-GFP MLPCN,VLA-4 inh,GASC-1 inh,GRK2 inh,CIT2 TOR yeast
O=C1NC2NC(=O)N([N+](=O)[O-])C2N1 (configuration not stated),103,99,101,101,10,-5,0,92
CN1CC(C(=O)c2ccccc2)C(c2ccccc2)C1 (configuration not stated),108,101,95,98,7,3,0,100
COC(=O)C1=C(c2ccc(-c3ccccc3)c(F)c2)C[C@@H]2CC[C@H]1N2C(=O)N1CCc2cc(OC)c(OC)cc2C1,97,97,98,102,0,-7,0,89
CC(=O)N1CN2CN(C(C)=O)CC(C(=O)c3ccccc3)(C2)C1,105,101,107,102,0,-7,0,100
O=P1(NCCCl)OCCCN1CCCl (configuration not stated),90,101,92,106,2,1,1,107
CC(C(O)c1ccccc1)N(C)CCn1cnc2c1c(=O)n(C)c(=O)n2C (configuration not stated),100,99,102,92,2,-9,0,106
O=C1CN=C(c2ccccc2)c2ccccc2N1Cc1ccc(C(F)(F)F)cc1,100,100,103,101,8,-34,0,94
CN1CCN(c2ccc(N)cc2Cl)CC1,97,90,94,90,17,5,0,·
CCc1ccc(/C=C(/C#N)C(N)=S)cc1,101,98,91,85,13,9,0,91

# The list is partial, so the mix of outcomes need not match the whole.
